D2 ag: activates the human D2 dopamine receptor; P14416; HEK293 T-REx D2 cells, calcium flux agonist mode; activation, % at 2 µM; actives 0.53% (n = 340,000); AID 485358;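 active means activation over 3 SD above normal in the single-dose calcium agonist read, cut at about 30% in these data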; further: 0% is about no effect
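Tetracycline-induced HEK293 Trex cells with D2 receptor force-coupled to calcium signaling, plated overnight at 30 C and loaded with no-wash calcium dye. Calcium flux read kinetically for 180 s after compound addition; responses flag agonists.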
12-LOX inh: blocks human arachidonate 12S-lipoxygenase | P18054 | Potency, µM (doses to about 108 µM), without a hit: at the highest dose activity change, negative = inhibition, usual class: inhibitors | purified 12hLO, xylenol orange hydroperoxide absorbance | actives 1.1% (n = 580,000); further: potency means the concentration at half of the fitted maximal effect; on the % scale 0 is the no-effect control and ±100 the full control effect
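Purified human 12hLO (150 nM final) in 25 mM Hepes, 0.01% Triton X-100, pH 7.0 was preincubated 15 min at room temperature with compound. Then 40 uM arachidonic acid was added, 30 min. Hydroperoxide was read by Fe-XO absorbance ratio 573/405 nm.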
GRP78 ERSR act: induces the endoplasmic reticulum stress response in human glioma cells; U87-MG GRP78 promoter luciferase reporter, 16 h; Potency, µM, without a hit: top-dose activation, hits mostly activators; actives 0.02% (n = 420,000); AID 602332; further: potency means the concentration at half of the fitted maximal effect; series mostly up to about 76 µM; % of control where 0% means no effect; nearly all actives have a fitted effect of over 35% in size
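Stably transfected U87-MG human glioma cells carrying a GRP78-based luminescent sensor were seeded at 1000 cells/well, pin-dosed with compounds and incubated 16 h. Luciferase reagent was then added, and end-point luminescence was read after 10 min at room temperature.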
RGS4 inh: blocks human RGS4-accelerated GTP hydrolysis; P49798; Transcreener GDP fluorescence polarization, RGS4-accelerated GTP hydrolysis; Potency, µM (top dose mostly 114 µM), for inactives: at the top dose activity change, negative = inhibition, most hits filed as inhibitors; actives 0.039% (n = 390,000); AID 504845; further: potency means the concentration at half of the fitted maximal effect; on the % scale 0 is the no-effect control and ±100 the full control effect; nearly all actives have a fitted effect of over 75% in size; some results filed as inactive show a strong effect at the top dose
Target sequence (P49798 whole entry, looked up): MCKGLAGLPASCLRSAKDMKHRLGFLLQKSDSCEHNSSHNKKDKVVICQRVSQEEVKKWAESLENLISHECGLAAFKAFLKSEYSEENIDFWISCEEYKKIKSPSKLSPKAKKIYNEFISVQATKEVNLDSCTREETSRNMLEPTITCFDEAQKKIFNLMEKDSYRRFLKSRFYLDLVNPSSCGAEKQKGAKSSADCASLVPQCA
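MLSMR compounds (23 nl, pin-transferred) preincubated 10 min at room temperature with a 500nM (2x) first reagent, then RGS4 at 900nM (2x) plus Transcreener GDP mix added; fluorescence polarization (620/688 nm) read before and after 90 min at 30 °C.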
Vif-APOBEC3G blk: blocks the Vif interaction with human APOBEC3G; actives 0.076% (n = 410,000); HeLa A3G-eYFP + Vif (tagged APOBEC3G with the HIV-1 protein that degrades it), YFP fluorescence, overnight; Potency, µM (doses to about 46.1 µM), without a hit: top-dose activity, negative = active, most hits filed as inhibitors; Q9HC16; AID 602310;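 further: potency means the concentration at half of the fitted maximal effect; on the % scale 0 is the no-effect control and ±100 the full control effect; nearly all actives have a fitted effect of over 60% in size; hits raise eYFP signal because A3G escapes Vif-driven loss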
Target sequence (Q9HC16 whole entry, looked up): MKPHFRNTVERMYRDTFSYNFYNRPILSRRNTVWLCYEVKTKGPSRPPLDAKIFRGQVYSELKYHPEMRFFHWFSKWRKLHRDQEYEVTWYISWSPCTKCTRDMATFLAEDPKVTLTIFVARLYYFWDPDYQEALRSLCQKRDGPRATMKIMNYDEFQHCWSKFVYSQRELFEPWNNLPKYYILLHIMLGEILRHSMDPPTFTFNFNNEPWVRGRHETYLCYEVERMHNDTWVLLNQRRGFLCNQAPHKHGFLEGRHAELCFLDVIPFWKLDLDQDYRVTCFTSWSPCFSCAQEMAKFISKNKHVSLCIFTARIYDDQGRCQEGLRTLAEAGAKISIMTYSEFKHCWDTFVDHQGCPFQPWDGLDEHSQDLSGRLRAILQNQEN
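HeLa cells stably expressing Vif and C-terminally eYFP-tagged A3G, seeded overnight at 37 deg C, then exposed to compound by pintool overnight at 37 deg C. Rise in yellow fluorescence (Ex 488/Em 500-530, Acumen) marks blocked Vif-driven A3G degradation.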
D2 antag: antagonists of human D2 dopamine receptor. HEK293 TREx D2 cells, calcium flux, dopamine EC80. inhibition, % at 10 µM. actives 2% (n = 340,000). AID 485344. P14416; in the data active means inhibition above about 30%; further: 0% is about no effect
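In this primary screen, negative modulation is detected by tracking calcium flux after an EC80 dopamine challenge in inducible HEK293 T-REx D2 cells preexposed to test compound for 180 s.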
LDHA block: inhibitors of human lactate dehydrogenase A. actives 0.15% (n = 480,000). P00338. purified LDHA, NADH/diaphorase-resazurin fluorescence; stronger effect = lower value. activity change, % (values are at about 110 or 230 µM); in the data active means activity change below about -30%; inconclusive means mostly about -25% to -30%;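 further: plate controls were DMSO wells for no effect and wells without enzyme for full effect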
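Human LDH5 at 2 nM final in Tris HCl pH 7.4 with 0.06 mM NADH and 0.2 mM pyruvate, reacted 5 minutes at room temperature. Remaining NADH coupled via diaphorase/resazurin; resorufin fluorescence read at 0 and 20 minutes, normalized to enzyme-free and DMSO wells.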
Vif-A3F inh: Vif-A3F binding inhibition | HeLa A3F-eYFP + Vif (tagged APOBEC3F with the HIV-1 protein that degrades it), YFP fluorescence increase | Potency, µM (top dose mostly 46.1 µM), for the others: at the top dose activity, negative = active | actives 0.2% (n = 390,000) | AID 602313; further: potency means the concentration at half of the fitted maximal effect; % of control where 0% means no effect; nearly all actives have a fitted effect of over 65% in size
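HeLa cells stably expressing A3F-eYFP plus Vif, plated and incubated overnight at 37 deg C, then exposed to compounds overnight at 37 deg C. Blocked degradation read as raised yellow fluorescence (Ex 488/Em 500-530).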
ERG-DNA inh: ERG Ets/DNA interaction inhibition. P11308. fluorescence polarization, His-ERG Ets domain / labelled DNA. Potency, µM (top dose mostly 76.9 µM), for inactives: at the top dose FP activity, negative = inhibition, most hits filed as inhibitors. actives 0.028% (n = 370,000). AID 624246; active means well fitted inhibition curve with a large enough effect in the polarisation, with a control signal flat; inconclusive means small, poorly fitted or top-dose-only effect, or effect the other way, or a change in a side signal; inactive means no such curve, though single readings can be large or run the other way; the % refers to the polarisation;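 further: polarization taken with two DNA probes labelled with fluorescein and Texas red; potency means the concentration at half of the fitted maximal effect; % of control where 0% means no effect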
Target sequence (P11308 whole entry, looked up, the tested form may be a part): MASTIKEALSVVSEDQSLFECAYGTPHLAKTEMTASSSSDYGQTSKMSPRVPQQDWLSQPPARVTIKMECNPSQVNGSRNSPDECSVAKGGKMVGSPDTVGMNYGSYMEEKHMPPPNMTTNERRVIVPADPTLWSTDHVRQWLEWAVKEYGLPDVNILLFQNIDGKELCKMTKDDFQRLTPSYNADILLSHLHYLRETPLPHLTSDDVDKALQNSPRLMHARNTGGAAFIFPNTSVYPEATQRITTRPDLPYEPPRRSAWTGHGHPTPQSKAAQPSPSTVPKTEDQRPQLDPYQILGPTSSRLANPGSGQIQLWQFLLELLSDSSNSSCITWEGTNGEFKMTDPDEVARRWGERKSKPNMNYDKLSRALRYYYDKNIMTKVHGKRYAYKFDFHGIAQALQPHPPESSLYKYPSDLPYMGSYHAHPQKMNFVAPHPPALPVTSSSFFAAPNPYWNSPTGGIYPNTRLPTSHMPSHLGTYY
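His-tagged ERG Ets domain (1 uM in the protein solution; 300mM KCl, 50mM Tris-HCl, 1mM EDTA, 1mM DTT, pH 7.5) received compound, then a probe mix of 5 nM fluorescein-DNA and 100nM Texas-615-DNA. Fluorescence polarization was read for both dyes.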
The depositor's hits bear a star; u = inconclusive; x = no result given; & = joins results of further samples; [ ] = another dose, or the depositor's remark. Unless noted, the call rests on the fitted dose curve; in most records, active means well fitted curve in the direction sought with a large enough effect; inconclusive means small, poorly fitted or top-dose-only effect, or another doubt; inactive means no such curve, though single readings can be large; an effect the other way counts as inactive or inconclusive. Not all compounds are listed, so the mix of outcomes need not match the whole.

SMILES	D2 ag	12-LOX inh	GRP78 ERSR act	RGS4 inh	Vif-APOBEC3G blk	D2 antag	LDHA block	Vif-A3F inh	ERG-DNA inh
C#CCNC(=O)C1=C[C@@H](c2csc3ccccc23)[C@H](CCCO)[C@@H](OCC)O1	0.0	u	-6%	18%	1%	-7	0	0%	2%
CCOC(=O)C1=C(C)c2ccccc2OC1(CC)C(=O)OCC (stereo not drawn)	x	-28%	-3%&1%	-14%	1%	x	8	-3%	17%
COCCCNC(=O)c1cc(C)nc2ccc(F)cc12	0.9	24%	-4%	-15%	2%	-6	-4	8%	-6%
COc1ccc(NC(=O)CSCC(=O)Nc2ccc(S(=O)(=O)N3CCCCC3)cc2)cc1	0.6	u	-3%	6%	-5%	1	-5	-5%	-2%
CSc1cccc(NC(=S)N(CCC(C)C)C2CCN(C(C)=O)CC2)c1	0.9	-5%	-2%	-6%	-2%	-6	-16	19%	-5%
CCCS(=O)(=O)NC(=O)C1(C)CCN(C(=O)c2ccc3c(c2)OCO3)C1 (stereo not drawn)	x	u	-2%	x	-2%	x	-7	x	x
COc1ccc(-n2nc3ccc(N)cc3n2)cc1Cl	0.3	0%	-5%	-19%	-7%	10	3	8%	-9%
Cc1ccc(NC(=O)NC(=O)COc2ccc(Cl)cc2Cl)c(C)c1	0.7	-13%	-3%	0%	2%	1	-3	-6%	-11%
COc1cccc(C(=O)CN2CCN(S(=O)(=O)c3ccc(Cl)cc3)CC2)c1	3.2	56µM*	-5%	-36%	3%	x	8	-4%	0%
Cc1c(C)n(C(=O)CN2CCN(c3ccccc3)CC2)c2ccccc12	0.7	0%	-4%	-14%	0%	-7	0	-2%	-6%
C=CCC1C=C(Cc2ccccc2)CC(CC=C)N1 (stereo not drawn)	0.5	-7%	-2%	20%	-3%	8	-5	1%	3%
CCCCN(C)C(=O)c1sc(=O)n(Cc2ccccc2F)c1C	x	16%	2%	x	-2%	x	0	x	x
Cc1cccc(NC(=O)CN2CCN(C(=O)c3ccc(OCc4cn5ccccc5n4)cc3)CC2)c1C	-0.9	11%	0%	-5%	8%	-16	-5	1%	-17%
COc1ccccc1CNC(=O)CN(C)S(=O)(=O)c1ccc(F)cc1	-1.3	0%	-1%	19%	2%	-3	-11	22%	3%
CCn1cc2nc(SCC(=O)Nc3ccc(F)cc3F)n(Cc3ccccc3)c(=O)c2n1	-0.2	0%	-6%	-13%	-6%	32*	-11	-4%	5%
CC(=O)c1cccc(NC(=O)N[C@@H](CC(C)C)C(=O)O)c1	0.9	-1%	3%	-2%	0%	33*	-3	-17%	5%
Cc1ccc(C2C(C#N)=C(N)Oc3n[nH]c(-c4cccs4)c32)cc1 (stereo not drawn)	-1.1	3%	-1%	-20%	-1%	-22	-1	-18%	3%
O=C(c1ccco1)N1CCN(Cc2cc(=O)c(OCc3c(F)cccc3Cl)co2)CC1	12	7%	0%	-3%	-1%	-30	-4	1%	2%
CC1(C)CC(=O)C=C(Nc2ccc(Cl)cc2)C1	x	39%[activator]	-2%	-8%[56.9 µM]	-6%	x	-1	14%	-3%
CC(=O)Nc1ccc2c(c1)nc(CCN1CCOCC1)n2C	0.3	0%	-4%	5%	-4%	4	-2	x	7%
COc1ccc(CCNC(=O)CCNS(=O)(=O)c2cccc3nsnc23)cc1OC	0.4	0%	-5%	16%	0%	11	-15	-3%	-12%
O=C(c1ccccc1)N(Cc1ccc2c(c1)OCO2)Cc1nc2ccccc2c(=O)[nH]1	0.8	u	-6%	-19%	0%	-3	-4	x	2%
COc1cc(Cl)c(S(=O)(=O)N2CCN(Cc3ccc4c(c3)OCO4)CC2)cc1Cl	x	201%[activator]	-3%	3%	-7%	x	-1	2%	-6%
CCCS(=O)(=O)NC(=O)C1(C)CCN(C(=O)c2cccc(C(F)(F)F)c2)C1 (stereo not drawn)	x	-11%	-4%	x	0%	x	-8	x	x
CCOC(=O)C1=C(C)OC(N)=C(C#N)C1c1ccccc1 (stereo not drawn)	0.4	-18%	-2%	2%	0%	-8	1	-5%	1%
COc1cc(Cl)c(C)cc1NC(=O)CSc1cc(=O)n(C)c2cc(Cl)ccc12	-0.2	-17%	-1%	-2%	-5%	x	3	2%	-7%
COC(=O)c1ccccc1NC(=O)CN(C)S(=O)(=O)c1cc(C)ccc1OC	-2.4	0%	-4%	-1%	1%	-19	-7	-14%	-7%
N#C/C(=C/c1cccc([N+](=O)[O-])c1)c1nnc2n1CCCCC2	-0.8	-21%	-6%	-2%	-7%	0	-7	3%	1%
FC(F)(F)Oc1ccc(Nc2nc3ccccc3o2)cc1	0.1	31%	0%	-7%	-4%	18	-6	-19%	5%
O=C(NCc1ccccc1)N1CCN(c2ccccc2F)CC1	0.7	0%	-2%	-20%	-26%	-2	-2	0%	4%
CCOC(=O)CSc1nc2sc(C)c(C)c2c(=O)n1N	0.7	-2%	-3%	4%	-5%	-4	0	-16%	x
Cc1nn(C)c(Cl)c1/C=N/OC(=O)c1ccccc1	-0.4	-3%	-3%	0%	0%	16	-2	12%	-8%
Cc1c(C(=O)Nc2ccccc2F)sc2ncn(CC(=O)N3CCCCC3)c(=O)c12	2.3	-7%	0%	-41%	1%	-6	2	2%	-9%
Cc1ccccc1NC(=O)NCCc1ccc(Cl)cc1	-0.2	-8%	3%	23%	-3%	-3	-6	-11%	6%
CN(CC(=O)Nc1cccc(F)c1)C(=O)Cn1c(=O)oc2ccccc21	0.4	143%[activator]	-3%	10%	-13%	19	-2	2%	-1%
Cc1cc(-n2c(C)cc(C(=O)CN3C(=O)NC4(CCCC4)C3=O)c2C)no1	-0.8	-7%	1%	-29%	4%	13	-1	3%	x
COc1ccc(CN2CCC(CO)(Cc3cccc(C(F)(F)F)c3)CC2)cc1Cn1cccn1	0.2	1%	-4%	-1%	4%	13	0	9%	2%
CCOC(=O)C1=C(C)OC(=Cc2ccc(OC)cc2)C1=O	x	u	-5%	x	-8%	x	2	3%	x
Cc1ccc(CCNC(=O)C2CC(=O)N(CCc3ccc(C)cc3)C2)cc1 (stereo not drawn)	-0.1	-25%	-4%	-6%	7%	x	-9	-2%	-1%
O=[N+]([O-])c1cc(C(F)(F)F)ccc1NCCc1c[nH]c2ccccc12	-0.9	-11%	-9%	-16%	-14%	-9	-4	4%	1%
CC(OC(=O)c1ccc(O)cc1)C(=O)Nc1cc(C(F)(F)F)ccc1Cl (stereo not drawn)	-0.7	u	-1%	-18%	-14%	-1	1	-3%	3%
CCOCCCN(C)C1CCN(C(=O)c2oc3ccccc3c2NC(=O)c2ccc(F)cc2)CC1	0.1	-1%	3%	-7%	-1%	-3	-2	3%	-8%
COc1ccc(-c2ccc3c(c2)O[C@H](CN(C)C(=O)Nc2ccccc2F)[C@@H](C)CN([C@H](C)CO)S3(=O)=O)cc1	x	15%	-4%	x	-3%	x	-1	1%	x
O=C(CCN1CCCCC1)NNC(=O)C12CC3CC(CC(C3)C1)C2	6.4	1%	-4%	-17%	4%	-1	-8	2%	7%
COCCn1c(=O)c2c(nc3n2CCCN3CCc2ccccc2)n(C)c1=O	-0.4	0%	-2%	-8%	0%	-9	-5	0%	0%
Cn1c(=O)n(CC(=O)N2CCN(c3nnc(-c4ccccc4)c4ccccc34)CC2)c2ccccc21	1.4	-20%	-6%	19%	2%	-8	-8	3%	-7%
COc1ccc(S(=O)(=O)NCc2ccco2)cc1C(=O)N1CCCCC1	-0.1	-6%	-2%	-16%	-2%	-6	-5	-5%	-5%
CC(C)CC(NC(N)=O)C(=O)OCC(=O)NC(=O)NC1CCCC1 (stereo not drawn)	-0.7	0%	-5%	29%	0%	-14	2	-5%	-3%
COc1ccc(S(=O)(=O)NCCSCc2ccco2)cc1	-1.1	u	1%	49%	1%	-7	-5	x	-4%
Cc1ccc(S(=O)(=O)CCC(=O)OCc2cc(=O)oc3cc(C)ccc23)cc1	x	206%[activator]	0%	-13%	0%	x	-4	2%	4%
Next section.
SMILES	D2 ag	12-LOX inh	GRP78 ERSR act	RGS4 inh	Vif-APOBEC3G blk	D2 antag	LDHA block	Vif-A3F inh	ERG-DNA inh
COc1ccc(NC(=O)C2CCN(S(=O)(=O)c3cccc4nonc34)CC2)c(OC)c1	-0.9	0%	-1%	4%	-3%	6	-5	-17%	4%
NC(=O)NC(=O)C[n+]1cccc(/C=N/O)c1	0.3	-1%	-2%	2%	0%	-6	-6	-11%	0%
CCCC(=O)Oc1c(Sc2ccc(Cl)cc2)c(C)nn1-c1ccccc1	0.1	45µM*	-4%	u	5%	x	-7	-2%	-3%
C=CCOC(=O)C1=C(C)Nc2[nH]c(=O)[nH]c(=O)c2C1c1ccccc1 (stereo not drawn)	-0.5	-8%	-4%	6%	0%	4	-7	-2%	7%
O=C(NCc1ccc(F)cc1)C(c1ccccc1)N(C(=O)c1csnn1)C1CCCC1 (stereo not drawn)	0.5	4%	2%	-21%	-6%	-10	-4	-6%	2%
O=C(Cc1csc(-c2ccccc2)n1)NCc1ccc(F)cc1	-0.8	-16%	0%	-16%	3%	11	-2	8%	u
CN1CCN(C(=S)NC(=O)c2ccccc2Cl)CC1	1.2	u	-4%	-45%	-1%	-11	-11	2%	-6%

Bioassay records from PubChem.
